# STK33 inh = blocks human STK33 kinase activity. purified STK33, MBP phosphorylation, ADP-Glo luminescence. hit rate 0.073% among 320,000. Q9BYT3. inhibition, % at 10 µM. AID 2661;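 active = inhibition at or above 25%, using the most active replicate where run in duplicate; inactive = inhibition below 25%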
# Target sequence (Q9BYT3 whole entry, looked up): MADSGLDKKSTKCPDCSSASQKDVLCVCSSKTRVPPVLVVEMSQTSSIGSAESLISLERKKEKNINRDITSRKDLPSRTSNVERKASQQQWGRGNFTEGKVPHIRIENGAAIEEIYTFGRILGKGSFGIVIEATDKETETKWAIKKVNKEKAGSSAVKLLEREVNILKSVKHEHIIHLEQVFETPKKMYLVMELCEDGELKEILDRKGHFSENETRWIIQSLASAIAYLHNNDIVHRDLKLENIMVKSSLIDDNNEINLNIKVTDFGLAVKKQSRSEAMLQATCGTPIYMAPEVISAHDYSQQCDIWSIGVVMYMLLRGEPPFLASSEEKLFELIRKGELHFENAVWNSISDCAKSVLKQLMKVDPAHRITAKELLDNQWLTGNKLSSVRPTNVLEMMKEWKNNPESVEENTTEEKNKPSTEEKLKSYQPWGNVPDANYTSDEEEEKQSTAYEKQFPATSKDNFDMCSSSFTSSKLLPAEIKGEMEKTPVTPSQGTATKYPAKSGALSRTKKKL
# CHT allo act = human CHT allosteric activation; Q9GZV3; CHT-expressing cells, membrane potential dye, choline EC20; hits give high values; LV-AA mutant CHT in HEK293 cells; B-score at 10 µM; hit rate 0.49% among 310,000; AID 488977;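 active = initial fluorescence not abnormally high and integrated response B-score, plate-corrected, over 3 SD above library mean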
# Target sequence (Q9GZV3 whole entry, looked up): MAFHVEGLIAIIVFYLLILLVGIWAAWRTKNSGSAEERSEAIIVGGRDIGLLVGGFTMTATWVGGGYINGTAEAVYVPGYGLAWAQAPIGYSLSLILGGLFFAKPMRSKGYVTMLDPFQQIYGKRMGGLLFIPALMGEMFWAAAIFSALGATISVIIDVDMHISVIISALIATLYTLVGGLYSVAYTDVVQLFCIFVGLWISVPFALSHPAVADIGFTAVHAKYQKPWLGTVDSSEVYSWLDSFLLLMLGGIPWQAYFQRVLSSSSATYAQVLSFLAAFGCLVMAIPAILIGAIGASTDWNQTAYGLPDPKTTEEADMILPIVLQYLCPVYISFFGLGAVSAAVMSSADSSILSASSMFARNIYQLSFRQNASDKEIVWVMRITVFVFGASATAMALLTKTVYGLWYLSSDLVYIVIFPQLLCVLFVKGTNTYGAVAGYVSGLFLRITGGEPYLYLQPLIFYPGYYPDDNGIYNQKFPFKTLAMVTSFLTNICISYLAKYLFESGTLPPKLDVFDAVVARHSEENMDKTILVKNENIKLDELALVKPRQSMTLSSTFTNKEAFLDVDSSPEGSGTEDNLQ
# CHT inh = human CHT choline transport inhibition; Q9GZV3; CHT-expressing cells, membrane potential dye, choline response; hits give low values; B-score at 10 µM; hit rate 0.86% among 310,000; AID 488975;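 active = B-score over 3 SD under the library average, and starting fluorescence ratio not unusually high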;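 note: choline stimulus applied at its EC90 after an EC20 pre-addition; B-score computed on integrated fluorescence ratio after choline addition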
# The depositor's hits bear a star; i = inactive; x = not tested or not shown.
SMILES,STK33 inh,CHT allo act,CHT inh
Cc1nc(-c2cccs2)sc1C(=O)NN,0.2,i,i
COc1cc(C2C3=C(CC(C)(C)CC3=O)OC(N)=C2[N+](=O)[O-])ccc1O (stereo not given),0.1,i,i
COc1ccc(-c2nc3c(n2O)CCc2c-3no[n+]2[O-])cc1,-2.3,i,i
Cc1ccc(-c2nnc(Nc3cccc(O)c3)c3ccccc23)cc1S(=O)(=O)NCCO,0.0,i,i
O=c1[nH]c(NCCO)nc2c1C1(CCCCC1)Cc1ccccc1-2,5.6,i,i
N=C1/C(=C/c2cccn2-c2ccc([N+](=O)[O-])cc2)C(=O)N=C2SC=CN12,-0.8,i,i
COc1ccc(-c2noc(CCCC(=O)O)n2)cc1,-0.2,i,i
CC(=O)Nc1sc2c(c1CN1CCN(C)CC1)CCCC2,0.8,i,i
c1ccc2c(c1)CCc1ccccc1C2=C1CCNCC1,-1.1,i,i
COc1ccc2c(CC(=O)NCC3CCC(C(=O)O)CC3)cc(=O)oc2c1 (stereo not given),0.6,i,i
COC(=O)c1cc(Cl)c(NC(=O)/C=C/c2ccc(Cl)cc2)cc1OC,-0.6,i,i
CCN1CCN(CC(=O)Nc2nc3ccc(OC)cc3s2)CC1,0.1,i,i
COc1cccc(C(=O)COc2ccccc2N2C(=O)C3C4C=CC(C4)C3C2=O)c1 (stereo not given),-1.3,i,i
Cc1ccc(Nc2c([N+](=O)[O-])ccc3nonc23)cc1C,0.5,i,i
COc1ccc(Nc2nccc(OC)c2C#N)cc1,-1.3,i,i
Cc1ccc(S(=O)(=O)N2CCN(C(=O)CSc3ccc(Cl)cc3)CC2)cc1,-1.1,i,i
O=C(CCc1nnc(-c2ccccc2)o1)NCC1CCN(C2CCCC2)CC1,-2.6,i,i
Cc1ccc(CNC(=O)CSc2ncn[nH]2)cc1,0.5,i,i
COC(=O)CC1C(C(=O)OC)ON2OC(C(=O)OC)C(C(=O)OC)C12 (stereo not given),-1.2,i,i
O=C(NCc1ccco1)c1cccc(S(=O)(=O)N2CCN(Cc3ccccc3)CC2)c1,1.2,i,i
O=C(CCn1cnnn1)NC1CCCN(Cc2ccccc2F)C1 (stereo not given),-1.0,i,i
COCCn1c(SCC(=O)Nc2cc(C)nn2-c2ccccc2)nnc1-c1ccncc1,0.0,i,i
Cc1cccc(OCCCCc2c(C)n[nH]c2C)c1,1.1,i,i
Cc1ccc(-c2csc3nc(SCC(=O)Nc4ccc(Cl)c(C(=O)O)c4)[nH]c(=O)c23)cc1,-0.4,i,-5.6*
O=C(Nc1ccc(S(=O)(=O)Nc2nccc(C3Cc4ccccc4C(=O)O3)n2)cc1)c1ccccc1 (stereo not given),x,i,i
CCOC(=O)c1[nH]c2ccc(OC)cc2c1N=CN(C)C,-0.8,i,i
CN(C)S(=O)(=O)c1cccc(NC(=S)N/N=C/c2cccc(O)c2)c1,-0.6,i,i
S=c1[nH]nc(COc2ccccc2)n1/N=C/c1ccc(Cl)cc1Cl,-2.3,i,i
Cc1cc(NC(=O)CCCn2nc([N+](=O)[O-])c(Cl)c2C)no1,-0.9,i,i
O=C(O)c1cccc(Oc2cccc(Cl)n2)c1,-1.4,i,i
Cc1ccc(CN(C)C2CCN(C)CC2)cc1,-0.7,i,i
CCc1ccc(-c2csc3ncn(CC(=O)NCc4ccco4)c(=O)c23)cc1,-0.6,i,i
N/C(=N\c1nc(CSc2ccc(Cl)cc2)cc(=O)[nH]1)Nc1ccccc1C(F)(F)F,0.0,i,i
Cn1cnnc1SCC(=O)NN(c1ccccc1)c1ccccc1,0.9,i,i
Cc1ccc(N2CC(C(=O)Nc3ncc([N+](=O)[O-])s3)CC2=O)cc1 (stereo not given),-0.5,i,-5*
Cc1cccc(N2CCN(C3=NC(=O)/C(=C\c4cn[nH]c4-c4ccccc4)S3)CC2)c1,0.9,i,i
O=C(O)c1ccccc1C(=O)Nn1cnnc1,-2.6,i,i
O=C(O)c1cccc(S(=O)(=O)Nc2cc(Cl)ccc2Cl)c1,-1.6,i,i
O=C(CCCN1C(=O)c2ccccc2C1=O)NCCN1C(=O)S/C(=C\c2cccs2)C1=O,-0.7,i,i
COc1ccc2cc(C(=O)C3CCCN(Cc4ccccn4)C3)ccc2c1 (stereo not given),-1.2,i,i
CCOc1ccc(NS(=O)(=O)c2ccc(NC(=O)c3cccnc3)c(OC)c2)cc1,-0.9,i,i
CN(CC1CCCN(CCc2ccccc2F)C1)C(=O)c1ccoc1 (stereo not given),0.8,i,i
CCOC(=O)Cc1csc(NC(=O)COc2ccc(C)c(C)c2)n1,0.8,i,i
O=C(Cn1nc(-c2cccc(Cl)c2)ccc1=O)Nc1cccnc1,-4.2,i,i
Cc1ccc2c(CSc3nncn3C)cc(=O)oc2c1C,-2.1,i,i
CCOC(=O)N1c2ccccc2Sc2ccccc21,-1.4,i,i
O=C(Nc1nnc(Cc2ccc(Cl)cc2)s1)c1cccs1,-2.2,i,i
Cc1cc(SCC(=O)N(C)CC(=O)Nc2ccc(F)cc2)nc2ccccc12,-0.4,i,i
O=C(CN(c1ccc2c(c1)OCCO2)S(=O)(=O)c1ccccc1)NCC1CCCO1 (stereo not given),-2.4,i,i
COC(=O)c1sc(S(=O)(=O)NC(C)C(=O)O)c(C(=O)OC)c1C (stereo not given),0.1,i,i
# (further entries)
SMILES,STK33 inh,CHT allo act,CHT inh
COC(=O)c1ccc(-c2n[nH]c(=O)c3ccccc23)cc1,0.6,i,i
COc1ccc(C(=O)N2CCCC(Nc3ccc(F)cc3)C2)cc1F (stereo not given),-1.0,i,i
Cc1ccc(S(=O)(=O)CC(=O)c2ccc(C(C)(C)C)cc2)cc1,-0.8,i,i
O=C(NC1CCCCC1)C(c1ccncc1)N(C(=O)c1csnn1)c1ccccc1F (stereo not given),0.0,i,i
COc1ccc(F)cc1Cn1nc(C(=O)O)c2ccccc2c1=O,0.0,i,i
Cc1ccc(NC(=O)COc2ccccc2)c(NC(=O)c2ccco2)c1,-2.6,i,i
CCCn1c2ccccc2c2nnc(SCC(=O)Nc3nnc(CC(=O)OCC)s3)nc21,0.7,i,i
COc1ccccc1NC(=S)NCCc1c[nH]c2ccccc12,0.2,i,i
Cc1ccc(NC(=O)CCC(=O)OCC(=O)c2ccc(-c3ccccc3)cc2)cc1,-1.7,i,i
COCCNC(=O)C(c1ccc(OC)cc1)N(CCOC)C(=O)CCC(=O)Nc1nccs1 (stereo not given),-1.4,i,i
O=C(Cc1cccs1)Nc1ccccc1-c1nc2ccccc2[nH]1,-1.9,i,i
Nc1cccc(-c2nc3ccccc3[nH]2)c1,-0.8,i,i
COc1ccccc1N1CCN(C(=O)c2cccc(C(=O)N3CCN(c4ccccc4OC)CC3)c2)CC1,-1.8,i,i
COc1cc(Br)cc2cc(C(=O)N3CCCCC3C)c(=O)oc12 (stereo not given),-1.6,i,i
Cc1ccc(Cl)cc1N1C(=O)CC(Sc2ncccn2)C1=O (stereo not given),-1.2,i,i
O=C(CSc1nc2ncccc2[nH]1)NC1CCCCC1,-0.1,i,i
CCOCCCNC(=O)c1ccc(N2CCOCC2)c(NS(=O)(=O)c2ccc(OC)cc2)c1,-2.9,i,i
COC(=O)c1ccc(Cn2cnc3c(cnn3-c3ccc(C)c(C)c3)c2=O)o1,-0.8,i,i
COc1ccc(-c2csc(Nc3cc(C)ccn3)n2)cc1C,-1.5,i,i
CCCN1CCN(CCCNC(=O)CCCn2nc(C)c3sc4ccccc4c3c2=O)CC1,-1.0,i,i
O=c1[nH]c2ccc(S(=O)(=O)N3CCCCC3)cc2[nH]1,-1.8,i,i
Cc1nn(-c2ccccn2)c2c1C(c1ccncc1)C1=C(CC(C)(C)CC1=O)N2 (stereo not given),-1.8,i,i
O=C1NC(c2ccccc2)=C(c2nc3ccccc3s2)C(c2ccc(O)cc2)N1 (stereo not given),-0.3,i,i
COCCCNC(=S)Nc1cccc2ncccc12,-0.3,i,i
CCOCCCN1CC(=O)N2[C@@H](Cc3c([nH]c4ccccc34)C2(C)C)C1=O,0.5,i,i
CC(C)OC(=O)c1c(-c2ccc(C(C)C)cc2)csc1NC(=O)C1CCCO1 (stereo not given),-0.1,i,i
N#Cc1ccc(N2CCN(c3ccc(F)cc3)CC2)cc1,-2.4,i,i
O=C(c1ccc([N+](=O)[O-])cc1[N+](=O)[O-])n1cnc2ccccc21,-0.8,i,i
O=S(=O)(c1ccc2c(c1)OCCO2)N1CCC(c2nc3ccccc3s2)CC1,-1.5,i,i
Cn1cnnc1SCC(=O)c1ccc(OC(F)F)cc1,-0.9,i,i
Cc1ccc(S(=O)(=O)N(Cc2c(F)cccc2Cl)C(=O)N2CCN(C)CC2)cc1,-3.6,i,i
COc1cc(OC)c2cc(C(=O)N[C@@H](Cc3ccccc3)C(=O)O)n(C)c2c1,-2.4,i,i
CN(CC(=O)Nc1ccc(N2CCOCC2)cc1)C(=O)CSc1ccc(F)cc1,0.0,i,i
CNC(=S)N(CCc1c(C)[nH]c2ccc(OC)cc12)Cc1cc(OC)c(OC)c(OC)c1,0.5,i,i
CSc1ccccc1NC(=O)c1cc(-c2ccc3c(c2)OCO3)on1,-0.5,i,i
CC1CCc2sc(C(=O)OC(C)C(=O)Nc3ncc(Cl)cc3Cl)cc2C1 (stereo not given),0.8,i,i
Cc1cc(C)c(OCCCNC2CCCC2)c(Br)c1,-1.1,i,i
CCN(CC)C(=O)CSc1nnc2c3ccccc3n(C)c2n1,1.0,i,i
O=CN1CCN(C(=O)c2ccc(Br)o2)CC1,-0.9,i,i
O=C(CSc1nccn(-c2cccc(F)c2)c1=O)Nc1ccc(Cl)cc1F,0.4,i,i

# Random excerpt: 4 records from the list
SMILES,STK33 inh,CHT allo act,CHT inh
O=CN1CCN(C(=O)c2ccc(Br)o2)CC1,-0.9,i,i
Cc1cc(C)c(OCCCNC2CCCC2)c(Br)c1,-1.1,i,i
CN(CC(=O)Nc1ccc(N2CCOCC2)cc1)C(=O)CSc1ccc(F)cc1,0.0,i,i
CCN(CC)C(=O)CSc1nnc2c3ccccc3n(C)c2n1,1.0,i,i

# Full records, quoted from the list:
# Shown for O=c1[nH]c(NCCO)nc2c1C1(CCCCC1)Cc1ccccc1-2 : STK33 inh: 5.6; CHT allo act: i; CHT inh: i
# Shown for CSc1ccccc1NC(=O)c1cc(-c2ccc3c(c2)OCO3)on1 : STK33 inh: -0.5; CHT allo act: i; CHT inh: i

# Remaining list, next part:
SMILES,STK33 inh,CHT allo act,CHT inh
CCCCC(CC)C(=O)Nc1ccc(Nc2ccccc2)cc1 (stereo not given),0.6,i,i
CCCCNC(=S)Nc1ccc(-c2nc3ccc(C)cc3s2)cc1,-1.8,i,i
CC1=C/C(=C(\c2ccc(O)c(C)c2)c2ccccc2S(=O)(=O)O)C=CC1=O,-2.4,i,i
CCOC(=O)C1CCCN(C(=O)c2ccc(S(=O)(=O)NCc3ccco3)cc2)C1 (stereo not given),-1.9,i,i
COc1cccc(CCNC(=O)CCc2nnc(-c3ccc4c(c3)OCO4)o2)c1,-0.8,i,i
COC(=O)c1nn(-c2cccc(C)c2)c2nnc(Cc3ccccc3)c(=O)n12,-0.1,i,i
CSc1ncccc1C(=O)OCC(=O)c1ccc(S(=O)(=O)N2CCCCC2)cc1,-1.9,i,i
CCCNC(=O)COc1nc2ccccc2nc1N1CCOCC1,-2.5,i,i
CCOc1ccc(OCCOCCN2CCCC2)cc1,-0.8,i,i
COc1ccc(N=C2C(=O)Nc3c(C)cccc32)cc1,-1.7,i,i

# Of the compounds above, six have a nitro group on carbon.
SMILES,STK33 inh,CHT allo act,CHT inh
COc1cc(C2C3=C(CC(C)(C)CC3=O)OC(N)=C2[N+](=O)[O-])ccc1O (stereo not given),0.1,i,i
N=C1/C(=C/c2cccn2-c2ccc([N+](=O)[O-])cc2)C(=O)N=C2SC=CN12,-0.8,i,i
Cc1ccc(Nc2c([N+](=O)[O-])ccc3nonc23)cc1C,0.5,i,i
Cc1cc(NC(=O)CCCn2nc([N+](=O)[O-])c(Cl)c2C)no1,-0.9,i,i
Cc1ccc(N2CC(C(=O)Nc3ncc([N+](=O)[O-])s3)CC2=O)cc1 (stereo not given),-0.5,i,-5*
O=C(c1ccc([N+](=O)[O-])cc1[N+](=O)[O-])n1cnc2ccccc21,-0.8,i,i

# (cont.)
SMILES,STK33 inh,CHT allo act,CHT inh
COc1ccc(C2(O)C(=O)Nc3ccc(C)cc32)cc1 (stereo not given),0.3,i,i
c1ccc(-n2cnnc2SCc2nc3ccccc3s2)cc1,-2.3,i,i
CC(=O)c1cccc(NC(=O)N2CCC(NC(=O)C3CCCCC3)CC2)c1,-1.9,i,i
Cc1ccc(Nc2nc(N)nc(CSc3nc(C)cc(C)n3)n2)cc1,-0.9,i,i
CCOc1ccccc1Nc1nc(-c2cccnc2)cs1,-1.5,i,i
Cn1ncc2c(Nc3ccc([N+](=O)[O-])cc3)nc(Cl)nc21,-0.7,i,i
O=C(NCc1ccccc1Cl)c1cc2c(s1)CS(=O)(=O)C2,-4.6,i,i
CC(C)(C)NC(=O)COC(=O)c1snc(C(=O)NC2CCCCC2)c1N,0.1,i,i
COc1ccc(C(=O)CN2C(=O)c3ccccc3C2=O)c(OC)c1,-2.1,i,i
Cc1ccccc1CN1[C@@H](CC2CCCCC2)COCCS1(=O)=O,-0.5,i,i
Cc1c(O)ccc(/C=N/Nc2nc(-c3cccnc3)nc3ccccc23)c1O,8.7,i,i
O=c1c2ccccc2c(C=NCCc2ccccc2)c(O)n1Cc1ccccc1,-0.2,i,i
CC(=O)Nc1ccccc1C(=O)C(=O)Nc1cccc(C(=O)NCc2ccc(C)cc2)c1,-4.1,i,i
CC/C(=N\NC(=O)COc1ccc(Br)cc1)c1ccc(OC)c(OC)c1,x,i,i
CCN1CCN(CCC(=O)Nc2ccc(Br)c(C)c2)CC1,-0.6,i,i
C/C=C/c1cc(CN2CCN(c3ccccc3)CC2)c(O)c(OC)c1,-0.6,i,i

# Assay outcomes: PubChem, several laboratories
